Assay outcomes deposited in PubChem BioAssay by Sanford-Burnham Center for Chemical Genomics.
tim23-1 inh – growth inhibitors of tim23-1 mutant yeast, primary screen, luminescence, uHTS; S. cerevisiae tim23-1 growth, BacTiter-Glo luminescence, 24 h; inhibition, % at 20 µM; 1.3% of 330,000 active;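 active = growth inhibition of the mutant yeast at or above 50%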;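 note: temperature-sensitive mutant grown at 25 °C; plate controls were DMSO-treated mutant yeast for no effect and medium wells lacking yeast for full effect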
tim10-1 inh – growth inhibitors of tim10-1 mutant yeast, primary screen, luminescence, uHTS. S. cerevisiae tim10-1 ts strain growth, BacTiter-Glo, 24 h. inhibition, % at 20 µM. 2.2% of 330,000 active. AID 463190, 2010;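 active = inhibition of at least 40%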;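 note: mutant grown at 25 °C; 0% = DMSO wells with yeast and 100% = wells holding no yeast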
UPR XBP1 act – activators of adaptive XBP1 UPR arm, primary screen, cell-based, CHO-XBP1 luciferase reporter, luminescence, uHTS | IRE1-XBP1 UPR activation; percent of tunicamycin response, DMSO as zero | activation, % at 20 µM | 0.33% of 330,000 active | AID 463104, 2010;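 active = versus positive control, 20 µM dose yields 30% or more activation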;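 note: 100% = tunicamycin at 10 µg/mL and 0% = DMSO only wells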
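Material: CHO cell line with stable XBP1 luciferase reporter; buffer or medium: F12 medium containing 10% fetal bovine serum; compound: single point, 20 µM final compound, 1% DMSO; incubation: 6 h treatment, 37 °C; measured by: glow luminescence from Steady-Glo reagent; evaluation: activation, % of tunicamycin; control set: tunicamycin high, DMSO low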
697 NFkB inh – inhibitors of PMA/ionomycin-induced NF-kB reporter, 697 cells, primary screen, B-cell NF-kB inhibitor project, cell-based, luminescence, uHTS. 697 B-cell NF-kB luciferase reporter, 16 h. inhibition, % at 4 µM. 0.33% of 330,000 active. AID 435022, 2010; in the data active = inhibition above about 35%
UPR CHOP act – activators of apoptotic CHOP UPR arm, primary screen, cell-based, CHO-CHOP luciferase reporter, luminescence, uHTS; UPR activation; percent of tunicamycin response over DMSO baseline; 0.34% of 330,000 active; activation, % at 10 µM;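 active = at 10 µM dose, activation of 40% or more, normalized to positive control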;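 note: 100% = tunicamycin at 10 µg/mL and 0% = DMSO alone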
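Material: CHO-CHOP cells, stable luciferase reporter of PERK-eIF2a-CHOP signalling; quantity: 500 reporter cells seeded per well; buffer or medium: F12 medium containing 10% fetal bovine serum; compound: one dose, 10 µM in 0.5% DMSO; incubation: 6 h compound treatment, 37 °C; measured by: Steady-Glo luciferase luminescence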
Jurkat NFkB inh – inhibitors of induced NF-kB luciferase reporter, primary screen, TCR NF-kB activation inhibitor project, cell-based, luminescence, uHTS. Jurkat, PMA/ionomycin-induced NF-kB luciferase reporter. inhibition, % at 4 µM. 0.53% of 330,000 active. AID 435003, 2010; in the data active = inhibition above about 50%
Mdm2-MdmX inh – inhibitors of human Mdm2-MdmX association, primary screen, cell-based, luminescence, split luciferase, SaOS-2, uHTS; Protein Mdm4 (Homo sapiens) + E3 ubiquitin-protein ligase Mdm2 (Homo sapiens), …; SaOS-2 split-luciferase Mdm2/MdmX complementation; inhibition, % at 8 µM; 3% of 330,000 active; AID 485346, 2010;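 active = inhibition of at least 50% at 8 µM in the primary screen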
Target sequence (O15151 whole entry, looked up): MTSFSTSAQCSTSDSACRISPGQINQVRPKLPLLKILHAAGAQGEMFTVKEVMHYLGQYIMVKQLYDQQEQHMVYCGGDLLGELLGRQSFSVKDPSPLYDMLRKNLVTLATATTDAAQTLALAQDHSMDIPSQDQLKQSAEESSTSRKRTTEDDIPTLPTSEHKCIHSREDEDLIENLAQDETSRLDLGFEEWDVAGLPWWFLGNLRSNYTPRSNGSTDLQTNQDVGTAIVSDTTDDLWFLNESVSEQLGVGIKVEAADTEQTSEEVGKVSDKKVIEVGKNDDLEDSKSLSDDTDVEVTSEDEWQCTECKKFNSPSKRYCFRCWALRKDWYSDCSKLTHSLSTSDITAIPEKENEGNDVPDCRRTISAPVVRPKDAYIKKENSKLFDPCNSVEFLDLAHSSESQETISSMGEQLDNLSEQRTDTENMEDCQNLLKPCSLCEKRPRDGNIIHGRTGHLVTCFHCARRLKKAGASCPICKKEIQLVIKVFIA
Target sequence (Q00987 whole entry, looked up): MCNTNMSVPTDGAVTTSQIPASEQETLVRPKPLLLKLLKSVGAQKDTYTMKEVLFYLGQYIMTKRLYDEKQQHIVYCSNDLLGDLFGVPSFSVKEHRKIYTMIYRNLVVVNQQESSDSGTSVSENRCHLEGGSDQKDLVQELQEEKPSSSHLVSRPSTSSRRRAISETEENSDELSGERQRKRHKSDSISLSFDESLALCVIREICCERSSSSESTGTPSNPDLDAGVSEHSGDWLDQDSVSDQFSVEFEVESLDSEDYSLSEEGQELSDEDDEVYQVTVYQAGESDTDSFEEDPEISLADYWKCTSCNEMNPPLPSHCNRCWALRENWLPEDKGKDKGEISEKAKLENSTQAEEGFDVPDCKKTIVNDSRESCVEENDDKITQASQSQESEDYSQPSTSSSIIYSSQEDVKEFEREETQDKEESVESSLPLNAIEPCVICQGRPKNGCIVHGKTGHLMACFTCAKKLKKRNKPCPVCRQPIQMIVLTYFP
TIM10 inh – growth inhibitors of isogenic TIM10 control yeast, primary screen, counter-screen for tim10-1 yeast inhibitor project, luminescence, uHTS | S. cerevisiae TIM10 strain growth, BacTiter-Glo luminescence, 24 h | inhibition, % at 10 µM | 1.4% of 330,000 active;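 active = inhibition of 40% or more at the single tested concentration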;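 note: wild-type TIM10 isogenic control strain grown at permissive 25 °C; 0% = DMSO yeast wells and 100% = minimal medium wells without yeast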
* marks the source's active call; other numbers are inactive results.

SMILES	tim23-1 inh	tim10-1 inh	UPR XBP1 act	697 NFkB inh	UPR CHOP act	Jurkat NFkB inh	Mdm2-MdmX inh	TIM10 inh
O=c1[nH]nc(Cc2ccc(-c3ccccc3Cl)o2)c2ccccc12	7	-1	3	-31	16	10	-1	-9
C=CCSc1nc(N)c(C(=O)Nc2ccccc2OC)cc1C(=O)Nc1ccccc1	14	9	-2	15	0.3	3	-2	8
CCc1ccc(OCC(=O)NNC(=O)c2nn(CC)c(=O)c3ccccc23)cc1	-5	23	-2	13	0.0	-4	17	-3
O=C(COC(=O)CNC(=O)c1ccc2c(c1)OCO2)Nc1ncc(Cl)cc1Cl	8	0	-3	23	-1.7	-5	14	16
N#Cc1ccccc1NC(=O)CNc1ccc(Cl)c(C(F)(F)F)c1	32	-2	-1	14	2.2	4	4	14
O=C(NCc1ccccn1)C1CCN(S(=O)(=O)c2cc(Cl)ccc2Cl)CC1	6	-14	-6	9	-0.6	6	7	-7
CCN(CC)CCN(Cc1cc2cc3c(cc2[nH]c1=O)OCO3)C(=S)NCc1ccco1	25	3	-3	-6	-1.4	-6	18	-9
CN1CCN(c2ccc(S(=O)(=O)N3CCCCC3)cc2NC(=O)c2ccc(F)cc2F)CC1	6	5	-1	4	2.1	7	15	13
CCN1CCN(C(=O)c2cn(CC)c3ccc(S(=O)(=O)N(C)C)cc3c2=O)CC1	-3	-8	-2	11	-0.9	6	-24	13
CCCCCCCNC(=O)C1CC(=O)N(C)C(=Nc2ccc(OC)cc2)S1 (stereo not drawn)	29	-2	-6	-2	6.6	-10	23	-8
CCCCC(O)(c1ccc(F)cc1)C(CN1CCOCC1)c1ccc(Cl)cc1 (stereo not drawn)	27	18	1	11	0.5	12	46	16
COc1ccc(-c2oc3ncnc(NCCN4CCOCC4)c3c2-c2ccc(OC)cc2)cc1	39	48*	9	-52	4.3	-11	80*	38
O=C(CN1CCN(c2ccccc2F)CC1)c1c[nH]c2ccccc12	10	8	0	6	2.4	-1	-8	19
O=C(CSc1ncnc2nc[nH]c12)c1ccc(Cl)cc1	-17	-9	0	-17	-2.2	-12	11	11
COc1ccc(S(=O)(=O)N2CCN(C)CC2)cc1C(=O)N1CCCCC1	-5	-15	-4	11	1.2	2	14	-3
Clc1ccc(CN2C3=NCCN3c3ccccc32)cc1	-13	-1	0	-43	-1.4	-6	13	-10
COc1ccc(NC(=O)c2ccc(S(=O)(=O)N(C)C)cc2)cc1OC	11	13	-4	0	-1.4	14	-4	10
O=C(NCC1CCCO1)c1nn2c(C(F)(F)F)cc(-c3ccco3)nc2c1Cl (stereo not drawn)	9	4	-3	9	0.1	0	-8	2
COC(=O)c1ccc(NC(=O)C2CCCN(S(C)(=O)=O)C2)cc1 (stereo not drawn)	-2	1	-2	-1	1.4	3	-36	15
COc1ccc(NS(=O)(=O)c2cc(NC(=O)/C=C/c3cc(OC)ccc3OC)ccc2N2CCCCC2)cc1	18	16	-3	9	2.6	24	30	19
Cc1cc(C)c(NC(=S)N(CCN2CCCCC2)Cc2ccco2)c(C)c1	19	12	-1	2	-0.1	1	-8	9
Cc1ccc(C)c(NC(NC(=O)c2cccnc2)C(Cl)(Cl)Cl)c1 (stereo not drawn)	22	18	0	7	-2.0	14	5	16
CC1CCCCN1C(=O)COC(=O)CNC(=O)c1ccc(Cl)cc1Cl (stereo not drawn)	3	3	2	23	3.4	-4	7	-1
COc1ccc(C(=O)N/N=C(\C)CC(=O)NC2CCCCC2)c(OC)c1	-9	-12	0	25	0.8	2	15	3
CC(C(=O)Nc1ccccc1C(=O)N1CCOCC1)N(c1ccc(Cl)cc1)S(C)(=O)=O (stereo not drawn)	2	8	-1	6	0.3	-2	9	-7
O=C(c1cc2ccccc2o1)N1CCN(S(=O)(=O)c2ccc(Cl)s2)CC1	42	23	1	-5	2.8	4	7	29
C=CCOc1ccc(Br)cc1CNC(C)(C)C	3	8	-1	3	0.9	0	-2	6
CC(C)(C)C(=O)[C@H]1[C@H](c2ccccc2)[C@@]2(N=C(c3ccccc3)OC2=O)C2c3ccccc3C=NN21 (stereo partly drawn)	35	26	-3	-31	4.4	6	4	29
Cc1cc(F)c(F)c(C(=O)N2CCCCC2C)c1Cl (stereo not drawn)	12	3	-1	12	-2.2	1	7	4
CC(Cc1ccccc1)NC(=O)CC(c1ccccc1)c1ccccc1O (stereo not drawn)	19	21	1	10	-1.9	2	-6	7
COc1ccccc1N1C(=O)CCC1(C#N)c1ccccc1 (stereo not drawn)	3	17	1	22	0.6	6	16	3
COCCNS(=O)(=O)c1ccc(Cl)c(C(=O)NC2CCN(Cc3ccccc3)CC2)c1	8	-4	0	16	1.1	4	-13	8
Cn1c(=O)oc2cc(S(=O)(=O)NCc3ccccc3)ccc21	13	7	-1	10	-1.7	-6	-6	12
CCOc1ccc(NC(=O)c2ccc(NS(=O)(=O)c3cccs3)cc2)cc1	11	9	-5	0	2.7	-2	7	-9
O=C(NNc1c(Cl)cc(Cl)cc1Cl)c1cccc([N+](=O)[O-])c1	45	33	-3	-5	9.5	-3	-5	11
C=CCNc1nc(C(=O)OCC(=O)c2cccc(Br)c2)cs1	8	17	-2	11	1.8	6	11	9
COc1ccc(C(=O)CSc2nnc(-c3ccco3)n2CC2CCCO2)cc1 (stereo not drawn)	19	25	-2	16	2.3	3	14	25
O=C1NC(=O)C(c2ccc(F)cc2)N1 (stereo not drawn)	21	18	0	-30	2.2	-25	-53	-2
CCOc1ccc(N(CC(=O)Nc2ccccc2C)S(=O)(=O)c2c(C)[nH]c(=O)[nH]c2=O)cc1	14	3	-2	9	-0.5	-1	22	13
Oc1[nH]c2ccccc2c1C1=NCCCCC1	27	12	2	-16	-1.0	-4	-1	-3
O=C(NCCOC(=O)c1cccs1)c1cccnc1	-6	5	-1	5	1.6	8	13	-6
CC1CCN(C(=O)COC(=O)c2n[nH]c3ccccc23)CC1	15	10	-1	-35	4.0	-67	-45	6
O=C(Nc1ccccc1C(=O)NCc1ccccc1)c1ccccc1	36	47*	-1	7	-0.9	5	16	46*
O=C1CC(SC(=Nc2ccccc2)Nc2ccccc2)C(=O)N1c1cccc(Cl)c1 (stereo not drawn)	19	24	-6	-2	1.7	6	33	15
CC(C)CCNC(=O)COc1ccc2c(c1)C(=O)CC(C)(C)O2	-1	23	2	0	1.2	-5	10	0

Reformatted bar-delimited: part of the list above.
SMILES | tim23-1 inh | tim10-1 inh | UPR XBP1 act | 697 NFkB inh | UPR CHOP act | Jurkat NFkB inh | Mdm2-MdmX inh | TIM10 inh
COc1ccc(NC(=O)c2ccc(S(=O)(=O)N(C)C)cc2)cc1OC | 11 | 13 | -4 | 0 | -1.4 | 14 | -4 | 10
O=C(NCC1CCCO1)c1nn2c(C(F)(F)F)cc(-c3ccco3)nc2c1Cl (stereo not drawn) | 9 | 4 | -3 | 9 | 0.1 | 0 | -8 | 2
COC(=O)c1ccc(NC(=O)C2CCCN(S(C)(=O)=O)C2)cc1 (stereo not drawn) | -2 | 1 | -2 | -1 | 1.4 | 3 | -36 | 15
COc1ccc(NS(=O)(=O)c2cc(NC(=O)/C=C/c3cc(OC)ccc3OC)ccc2N2CCCCC2)cc1 | 18 | 16 | -3 | 9 | 2.6 | 24 | 30 | 19

Remaining list, next part:
SMILES	tim23-1 inh	tim10-1 inh	UPR XBP1 act	697 NFkB inh	UPR CHOP act	Jurkat NFkB inh	Mdm2-MdmX inh	TIM10 inh
COc1ccc(/C=N/NC(=O)c2ccc(F)cc2)cc1CN1CCc2cc(OC)c(OC)cc2C1C (stereo not drawn)	-8	-2	0	2	3.7	15	-4	15
Cc1ccc(OCC(O)CN2CCCC2)cc1 (stereo not drawn)	9	-3	-5	2	0.6	-9	4	-1
CSCC(C)N1CCC(n2nccc2NC(=O)CCCc2ccccc2)CC1 (stereo not drawn)	4	18	-3	3	0.6	7	31	-8
Cc1ncc(CN2CCC(CO)(CCc3ccccc3)CC2)s1	-7	-49	-2	11	0.2	6	-40	-41
COc1ccccc1CNC(=O)c1ccc2c(=O)n(CCCN3CCCC3=O)c(=S)[nH]c2c1	-13	11	4	5	0.9	5	7	-3
ON=C1/C(=N\O)CC2(C/C1=N/O)OCCO2	2	-13	4	-1	-0.4	5	22	-1
C=CCNC(=O)C1CC(c2cccc(OC)c2)=NO1 (stereo not drawn)	-5	14	-1	1	-0.2	-2	13	-7
CSc1nn2c(C(F)(F)F)cc(C(F)(F)F)nc2c1C(=O)O	22	9	0	0	1.0	-1	-22	6
O=C(Nc1ccc(Cl)cc1Cl)c1csc(-c2cccnc2)n1	14	14	3	-70	5.6	-45	10	17
Cn1cnc(C(=O)NCc2ccccc2)c1C(=O)NCc1ccccc1	26	17	-2	-4	1.3	-15	14	0
Cc1nnc(SCC(=O)Nc2ccc(N3CCOCC3)cc2)o1	3	6	-2	8	1.7	-4	9	0
C[C@@H]1CN([C@H](C)CO)C(=O)c2cccc(NS(=O)(=O)c3cccs3)c2O[C@H]1CN(C)Cc1ccccc1	10	-1	1	-1	0.2	4	-3	3
COC(=O)c1cc(=O)nc2scc(C)n12	-2	-7	1	-11	1.6	-3	21	1
Cc1nnc(C)n1/N=C/c1ccc(-c2ccccc2Cl)o1	6	-1	1	0	3.0	-26	16	-18
COc1cccc(Oc2ccc(C(F)(F)F)cc2NC(=O)CCc2nc3ccccc3c(=O)[nH]2)c1	25	24	0	-12	4.3	3	39	16

With a hit mark in Mdm2-MdmX inh, of those listed so far:
mol,UPR XBP1 act,697 NFkB inh,Jurkat NFkB inh,Mdm2-MdmX inh
COc1ccc(-c2oc3ncnc(NCCN4CCOCC4)c3c2-c2ccc(OC)cc2)cc1,9,-52,-11,80*

(further entries)
SMILES	tim23-1 inh	tim10-1 inh	UPR XBP1 act	697 NFkB inh	UPR CHOP act	Jurkat NFkB inh	Mdm2-MdmX inh	TIM10 inh
Cc1ccc(-c2cn(-c3ccccc3)c(SCC(N)=O)n2)cc1C	32	8	2	-12	5.2	-19	7	18
Cc1ccc(C)c(NC(=O)CCc2c(C)nn(-c3ccc(N4CCCCC4)nn3)c2C)c1	21	38	-5	-8	2.3	9	-10	2
CCc1ccc(C(=O)Nc2ccc3c(c2)n(C)c(=O)n3C)cc1	34	13	4	17	2.2	-25	41	10
CCCCOc1ccc(C2CC(=O)NC2=O)cc1 (stereo not drawn)	4	12	4	-30	1.1	-13	-18	0
CCN(CC(=O)NC1CCS(=O)(=O)C1)S(=O)(=O)c1ccc2ccccc2c1 (stereo not drawn)	9	6	-1	13	0.7	-12	-6	2
FC(F)(F)c1ccccc1CN1CCCC(N2CCN(c3ccccc3)CC2)C1 (stereo not drawn)	21	24	-7	-19	1.5	-17	-10	6
COc1cc(/C=C/C(=O)O)cc(S(=O)(=O)Nc2ccc3nc(SC)sc3c2)c1OC	7	12	0	13	-0.6	20	15	10
Cc1cc(C(=O)O)ccc1-c1ccc(CO)o1	7	3	-5	2	1.2	5	21	1
Cc1cc([N+](=O)[O-])nn1CCCC(=O)Nc1c(C)n(C)n(-c2ccccc2)c1=O	0	4	0	5	1.6	6	-5	0
CN1CCN(C(=S)Nc2cccc(C(F)(F)F)c2)CC1	5	9	-4	-8	1.0	4	-13	0
COc1ccc(CNC(=O)C2CCN(C(=O)N(C)C)CC2)c(OC)c1	-1	10	0	16	0.9	10	-13	2
CC(C)NS(=O)(=O)c1ccc(OCC(=O)N2CCCC2)c(Cl)c1	7	-3	3	-7	0.5	-17	8	-1
COc1ccccc1OCCCOc1c(Cl)cc(C)cc1Cl	10	17	-3	10	2.8	-3	5	13
